ALOX12 inh – Primary qHTS assay for inhibitors of human arachidonate 12S-lipoxygenase (ALOX12): Round 2 | purified 12hLO, xylenol orange hydroperoxide absorbance | AID 1671190, 2021 | actives 1.1% (n = 580,000) | Polyunsaturated fatty acid lipoxygenase ALOX12 (Homo sapiens), P18054 | Potency, µM (titrated, usually from 108 µM), inactives show at the top dose activity change, negative = inhibition, usual class: inhibitors; active = well fitted inhibition curve with a large enough effect; inconclusive = small, poorly fitted or top-dose-only effect, or another doubt; inactive = no such curve, though single readings can be large or run the other way
Target sequence (P18054 whole entry, looked up): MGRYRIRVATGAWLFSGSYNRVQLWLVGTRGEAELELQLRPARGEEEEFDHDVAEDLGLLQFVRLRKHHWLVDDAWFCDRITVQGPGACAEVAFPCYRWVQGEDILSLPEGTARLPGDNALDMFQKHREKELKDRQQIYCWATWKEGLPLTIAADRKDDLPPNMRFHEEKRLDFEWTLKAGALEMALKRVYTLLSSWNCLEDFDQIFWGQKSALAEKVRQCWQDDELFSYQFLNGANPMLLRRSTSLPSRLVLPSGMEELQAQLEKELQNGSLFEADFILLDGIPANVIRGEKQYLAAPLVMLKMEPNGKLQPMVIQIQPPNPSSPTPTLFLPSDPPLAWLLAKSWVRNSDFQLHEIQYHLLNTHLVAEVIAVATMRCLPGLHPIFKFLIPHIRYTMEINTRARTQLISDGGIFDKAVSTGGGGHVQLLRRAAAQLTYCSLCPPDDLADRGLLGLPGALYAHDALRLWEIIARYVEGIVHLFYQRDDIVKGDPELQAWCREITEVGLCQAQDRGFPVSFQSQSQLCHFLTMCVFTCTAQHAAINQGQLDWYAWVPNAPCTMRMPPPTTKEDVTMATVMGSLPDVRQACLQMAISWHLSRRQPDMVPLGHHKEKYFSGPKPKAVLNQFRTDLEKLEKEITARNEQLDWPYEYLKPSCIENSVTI
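Purified human 12hLO (150 nM final) in 25 mM Hepes, 0.01% Triton X-100, pH 7.0 was preincubated 15 min at room temperature with compound. Then 40 uM arachidonic acid was added, 30 min. Hydroperoxide was read by Fe-XO absorbance ratio 573/405 nm.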
* marks the source's active call; other numbers are inactive results; ? = inconclusive; [ ] = dose if it differs, or a comment. % is set by controls: 0 for no effect and ±100 for the full control effect; potency is the fitted concentration of half-maximal effect. A portion of the library. The share of hits here may be higher or lower than overall.

SMILES	ALOX12 inh
CCC(C)NC(=O)CC1=CSC2=NC(C)=C(C(=O)OC)C(c3cccc([N+](=O)[O-])c3)N12 (stereo not drawn)	8.8%
CC(C)(C)C(=O)c1c(N)[nH]c(C(=O)c2ccccc2)c1-c1ccccc1	6.0%
O=C(c1ccccc1OC(F)F)N1CCCCC1	18.3%
O=C(Cn1ccc2c(Cl)cccc21)Nc1ccc(O)cc1	?
Cc1nc2c(c(-c3ccc(O)cc3)n1)CN(CC1CC1)CCC2	-3.2%[176 µM]
COc1ccc2c(c1)CC[C@@H](CN(C)CC(=O)O)[C@H]2c1ccccc1	-42.4%[57.4 µM]
O=C(Nc1ccc(-c2nnc3n2CCCC3)cc1)c1cc(-c2ccccc2)n[nH]1	32.8%[activator]
Cc1nc(C)c(C(=O)N2CC(Oc3ccc(-c4nc(-c5ccccc5)no4)cc3)C2)s1	40.6%
COc1ccc2c(c1)CCC/C2=N\OC(=O)c1cc(Cl)ccc1OC	-94.6%
O=C(C1CCOCC1)N1CC(c2nnc(-c3ccncc3)o2)C2(CCOCC2)C1 (stereo not drawn)	16.7%
CN(CCc1ccccn1)C(=O)CCC[C@@H]1[C@H]2CCCN3CCC[C@@H](CN1C(=O)c1cccnc1)[C@@H]23	13.5%
O=C(O)c1cccc2c1C(=O)C(CC1CCCO1)N2 (stereo not drawn)	?
N#Cc1c(SCCN2CCOCC2)nc(N2CCCCC2)c2c1CCCC2	0.794µM*
COc1ccc(S(=O)(=O)Nc2ccc(C)n(CC(=O)Nc3ccccc3)c2=O)cc1	-0.2%
CC(Nc1ncccc1[N+](=O)[O-])c1cccc(Cl)c1 (stereo not drawn)	?
O=C(CC(=O)c1ccccc1F)c1ccccc1F	?
O=C(NCc1nnc2n1CCCC2)c1cccc(C2CCNC2)c1 (stereo not drawn)	32.2%[activator]
Cc1cc(CN2CCN(C(=O)NC(C)Cn3cccn3)CC2)no1 (stereo not drawn)	41.4%[activator]
CC(C)Cn1cnc2c1c(=O)n(CC(=O)Nc1ccc3c(c1)OCCO3)c(=O)n2Cc1ccccc1	1.7%
c1ccc(Nc2cc3c(cn2)NCCN(Cc2ccc4[nH]ccc4c2)C3)cc1	3.9%[176 µM]
O=C1NCCCCCN(Cc2cccnc2)[C@@H]2CN(C(=O)Nc3ccccc3F)CC[C@@H]12	45.9%[activator]
O=C(Nc1ccccc1-c1ccccc1)c1cc(F)c(F)cc1Cl	13.1%
COc1cc(-c2nc3ccc(Cl)cn3c2Nc2ccc3c(c2)OCO3)cc(OC)c1O	?
COc1ccc(C(=O)N[C@@H]2CN(Cc3ccncc3)C[C@H]2CN(C)C)c(OC)c1	40.9%[activator]
CNC(=O)N1CCC(C2CCN(Cc3cc(F)c(F)c(F)c3)C2)CC1 (stereo not drawn)	22.5%
CN(Cc1ccsc1)Cc1ccc(C2CCCCO2)o1 (stereo not drawn)	31.7%[activator]
COC(=O)CN1CCN(c2nc3c(c(=O)[nH]c(=O)n3C)n2Cc2ccc(Cl)cc2)CC1	19.4%
Cc1ccc2nc(CO[C@H]3CN(C4CCC4)C[C@H]3F)[nH]c2c1	43.5%[activator][176 µM]
CCc1cccc(NC(=O)Cn2c(-c3cnccn3)nc(C)c(CCO)c2=O)c1	37.1%[activator]
COC(=O)c1cccc(C(=O)N2CCC(Cc3nc(-c4ccc(OC)cc4)no3)CC2)c1	12.1%
Cc1cc(SCC(=O)Nc2ccccc2)nc2ccccc12	-39.8%
CC(C)OCC(O)Cn1c(N2CCCCC2)nc2c1c(=O)[nH]c(=O)n2C (stereo not drawn)	1.0%
COc1nc(C(=O)NCCC(=O)N(C)C)cc2ccccc12	-3.0%
CC(C)(C)N=Cc1cc(Br)ccc1O	56.2µM*
CCOC(=O)C1=C(C)N(c2ccc3c(c2)OCO3)C(=O)NC1c1ccc(F)cc1F (stereo not drawn)	1.7%
CCc1ccccc1NC(=O)N1CCC(Oc2ncccc2NC)C1 (stereo not drawn)	14.0%
Cn1cc(CN2CCC(C(O)c3cccnc3)CC2)c(-c2ccc(C3CCCCC3)cc2)n1 (stereo not drawn)	71.1%[activator]
O=C(c1c[nH]c2ccccc12)C(Sc1cc(Cl)ccc1Cl)c1ccccc1 (stereo not drawn)	?
CCc1cccc2c(C(=O)CSc3nncn3C(C)C)c[nH]c12	-38.3%
CCC(CC)NC(=O)COC(=O)Cc1nn(C)c(=O)c2ccccc12	?

The closing 2 compounds of the part above are carried over, then new ones follow:
SMILES	ALOX12 inh
CCc1cccc2c(C(=O)CSc3nncn3C(C)C)c[nH]c12	-38.3%
CCC(CC)NC(=O)COC(=O)Cc1nn(C)c(=O)c2ccccc12	?
Cc1ccccc1-c1cc(C(=O)NCCC(c2ccccc2)c2ccccc2)c2ccccc2n1	8.2%
O=S(=O)(Cc1ccccc1)N1CCC(n2cnnc2C2CC2)CC1	54.9%[activator]
COC(=O)CCNC(=O)c1ccc(C#N)cc1	-6.7%
O=C(c1cnc(Cc2c[nH]c3ccccc23)c(I)c1)N1CCN(Cc2ccccc2)CC1	-7.6%
CCc1cccc(C)c1NC(=O)Cn1ccn(-c2ccccc2)c(=O)c1=O	27.8%
CC(C)CNc1ccc2c(n1)C(C)(C(=O)NC1CCN(C)CC1)CN(Cc1ccccc1)C2 (stereo not drawn)	0.7%
COc1ccc(-c2cc(CC3(NC4CCN(C(C)=O)CC4)COC3)no2)cc1	72.2%[activator][176 µM]
COC(=O)CCC(C)C1CCC2C3CCC4C[C@H](OC(=O)c5ccccc5)CCC4(C)C3CC(=O)C12C (stereo partly drawn)	24.2%
COc1cccc(C(=O)N2CCC3(CC2)NC(=O)N(c2cccc(F)c2)N3)c1OC	3.16µM*
COc1ccc(C(=O)Nc2ccc3c(c2)nc(CN2CCCCCC2)n3C)cc1OC	71.4%[activator]
COCCNC(=O)Cn1nc(C)c2sc(-c3ccccc3)nc2c1=O	21.7%
COc1ccc(CC(=O)N2[C@@H]3CC[C@H]2CC(NC(=O)c2ccncc2)C3)cc1Cl (stereo partly drawn)	9.7%
CCOCC(=O)N1CCc2nc3cc(-c4ccc(OC)cc4)[nH]n3c(=O)c2C1	?
Cc1ccc(OCC(=O)N2CCC[C@H]2c2nc(-c3ccc(C)cc3)no2)cc1	?
N#CCCN(CCC#N)C(=O)Cc1coc(-c2ccccc2)n1	6.9%
COc1ccc2[nH]c(C)c(CCC(C)=O)c(=S)c2c1	?
CCCNC(=O)CN(C)Cc1nc(-c2ccccc2)oc1C	1.8%
COC(=O)[C@]12C[C@H](CC(=O)NCc3cccc4ccccc34)C(=O)N(Cc3ccc4c(c3)OCO4)C1=C[C@H](COCc1ccccc1)O[C@@H]2C	-9.7%
N#Cc1ccc(CSc2nnnn2-c2ccccc2)cc1	-17.8%
Oc1ccc(-c2nc(C3CC3)nc3c2CN(Cc2ccccc2C(F)(F)F)CC3)cc1	?
CCn1ccnc1C[C@@H]1COc2ccccc2O1	?
O=C(c1ccc(-c2ccc(CO)cc2)nc1)N1CCC(CCc2ccccc2)CC1	31.6%[activator]
O=C(COc1ccc(-c2nnc(Nc3ccc(F)cc3)c3ccccc23)cc1)N1CCCCC1	102.6%[activator]
NC(=O)CSc1cc(C(=O)NC2CC2)c2ccccc2n1	23.0%
COC(=O)CC1C(=O)NCCN1S(=O)(=O)c1ccc(F)cc1 (stereo not drawn)	-7.3%
N#Cc1c(NC(=O)c2ccnn2C(F)F)sc2c1CCCCC2	?
CCn1ncc(N2CCC(NC(=O)c3ccc(OC)c(F)c3)CC2)cc1=O	51.4%[activator]
CN(CCNC(=O)C1CCN(CC(F)(F)F)CC1)C1CC1	36.9%
COc1ccc(-c2nnc(C[C@@H]3C[C@@H](C(C)C)[C@H](CN4CCC(C(N)=O)CC4)C=C3C)o2)cc1	-4.0%
O=CN1CCN(C(C(=O)O)c2c[nH]c3cc(OCc4ccccc4)ccc23)CC1 (stereo not drawn)	?
Cc1cc(C[C@@H]2COC[C@@H]2NC(=O)c2csc(Cc3ccccc3)n2)on1	55.4%[activator]
CC(=O)c1ccc(NC(=O)c2cccc(N(C)C)c2)cc1	?
CCN1c2cc(C(=O)Nc3cc(C)cc(C)c3)ccc2C(=O)N2CCCC21 (stereo not drawn)	25.8%
O=C(Nc1ccc2c(c1)Cc1ccccc1-2)c1ccc2c(c1)OCCO2	2.1%
COc1ccc(C(=O)NC2CCCC2)cc1OC	12.7%
COc1cc2ccccc2cc1C(=O)Nc1nnc(C2CCCCC2)s1	1.8%
CN(C(=O)CN1C(=O)NC(c2ccc(Cl)cc2)C2=C1COC2=O)c1ccccc1 (stereo not drawn)	18.2%
COCCN1C(=O)c2ccccc2C(C(=O)N2CCN(c3ccccc3)CC2)C12CCCC2 (stereo not drawn)	?
CN=c1scc(-c2ccccc2)n1/N=C/c1ccsc1	1.6%
O=C(CC1(O)C(=O)N(CN2CCOCC2)c2ccccc21)c1ccc(F)cc1 (stereo not drawn)	24.7%
O=C(NCC12CCC=C1N(CC1CC1)C(=O)CC2)Nc1cccc(F)c1 (stereo not drawn)	2.6%
Cc1ncc2c(c1CNC(=O)c1cncs1)CCN(C(=O)c1cc(F)c(F)cc1F)C2	18.2%
COc1ccc(-c2nn3c(C(C)C)nnc3s2)cc1OC	13.4%
CN(C)C(=O)N1CCCC(CCc2ccccc2C(F)(F)F)C1 (stereo not drawn)	62.2%[activator]
Cc1cc(C)c(C(=O)N2CC(c3nc(CCN(C)C(=O)C4CC4)no3)C2)c(C)c1	63.3%
Cc1n[nH]c(=O)c2c(NC(=O)CSc3nnc(C4CC4)n3Cc3ccccc3)oc(C)c12	-2.9%
CCNC(=O)N[C@H]1CC[C@]2(C)CC[C@@H]([C@H](C)C(=O)NCc3ccco3)[C@H](O)[C@H]2[C@@H]1C	8.1%[176 µM]
COCCNC(=O)NC(=O)CN(C)CCCc1ccccc1	-12.3%
Cn1ncc2c(NCc3noc(-c4cccs4)n3)nc(C(C)(C)C)nc21	0.7%
CCN1c2cc(C(=O)NCCOc3ccccc3OC)ccc2C(=O)N2CCCCCC21 (stereo not drawn)	16.5%
Cc1ccc(NC(=S)NCCCO)cc1	?
CNC(=O)[C@H]1C[C@H](Oc2cccnc2)CN1C(=O)Nc1cccc(C)c1	-4.0%
COc1ccc(CN2Cc3[nH]cnc3C[C@H]2C(=O)NC2CCCCC2)c2ccccc12	-2.0%[176 µM]
CCOc1ncccc1C(=O)N1CCc2[nH]nc(-c3ccccc3F)c2C1	30.1%[activator]
O=C(c1ccc(F)cc1)N1C[C@H]2OC(=O)N(CCCN3CCOCC3)[C@H]2C1	3.0%
CN1[C@@H](CCC(=O)N2CCOCC2)CNC(=O)[C@@H]2[C@H]1CCN2Cc1nc2ccccc2n1C	71.4%[activator]
CC1(C)CC(=O)C2=C(C1)OC(N)=C(C#N)C2c1ccc(C(F)(F)F)cc1 (stereo not drawn)	?
COc1cc(OC)cc(-c2nn3c(CN4CCCCC4)nnc3s2)c1	?
COc1ccc(CCN2C(=O)O[C@@H]3CN(C(=O)NCc4ccccc4)C[C@@H]32)cc1	-20.9%
O=C(c1ccc2c(c1)OCO2)N1C2CCC1CN(Cc1cccnc1)C2	10.9%[6.33 µM]

By substructure, the compounds so far containing a Cl atom.
SMILES	ALOX12 inh
O=C(Cn1ccc2c(Cl)cccc21)Nc1ccc(O)cc1	?
COc1ccc2c(c1)CCC/C2=N\OC(=O)c1cc(Cl)ccc1OC	-94.6%
CC(Nc1ncccc1[N+](=O)[O-])c1cccc(Cl)c1 (stereo not drawn)	?
O=C(Nc1ccccc1-c1ccccc1)c1cc(F)c(F)cc1Cl	13.1%
COc1cc(-c2nc3ccc(Cl)cn3c2Nc2ccc3c(c2)OCO3)cc(OC)c1O	?
COC(=O)CN1CCN(c2nc3c(c(=O)[nH]c(=O)n3C)n2Cc2ccc(Cl)cc2)CC1	19.4%
O=C(c1c[nH]c2ccccc12)C(Sc1cc(Cl)ccc1Cl)c1ccccc1 (stereo not drawn)	?
COc1ccc(CC(=O)N2[C@@H]3CC[C@H]2CC(NC(=O)c2ccncc2)C3)cc1Cl (stereo partly drawn)	9.7%
CN(C(=O)CN1C(=O)NC(c2ccc(Cl)cc2)C2=C1COC2=O)c1ccccc1 (stereo not drawn)	18.2%

(further entries)
SMILES	ALOX12 inh
Cc1ccc(/C(O)=C2\C(=O)C(=O)NC2c2ccc(Br)cc2)cc1 (stereo not drawn)	-60.3%
Cc1nc(C)c(C(=O)N[C@@H]2CN(Cc3cccnc3)C[C@H]2CN(C)C)s1	21.7%
CCCN1C(=O)Cc2ccccc2C1C(=O)NCc1ccccc1Cl (stereo not drawn)	41.8%[activator]
O=C(C1CCC(=O)N(C2CCCC2)C1)N1CCN(c2nccs2)CC1 (stereo not drawn)	16.9%
CC1C(=O)CCN(C)C1C (stereo not drawn)	?
CCOC(=O)NCc1cccc(CNC(=O)OCC)c1	-24.0%
N#Cc1c(N)sc2c1CCCCC2	?
c1ccc(C2(c3ccccc3)CCCN(CCCn3cnnn3)C2)cc1	-9.8%
COc1cccc2c1OCCCN(Cc1nnc(-c3ccccc3)o1)C2	117.0%[activator]
c1ccc(CCc2nc3nccc(-c4ccccn4)n3n2)cc1	41.3%[activator]
NC(=O)[C@@H]1C[C@H](Oc2cccnc2)CN1C(=O)C1CCCCC1	21.1%
Cc1ccc(-c2cn[nH]c2C2CCCN(Cc3cn(CCO)nc3C)C2)cc1 (stereo not drawn)	37.3%[activator]
Cc1ccoc1C(=O)N1C[C@@H](COc2ccccc2)[C@H](C(N)=O)C1	35.5%
Cc1ccc(-c2cc3c(=O)n(CCNC(=O)c4ccoc4)ccn3n2)cc1C	?
COc1ccc(NC(=O)c2ccc(Br)o2)cc1NC(=O)c1cccc(C)c1	-19.2%
CCOC(=O)c1sc(Nc2cccc(C)c2)nc1C(F)(F)F	?
Cc1cn2nc(C(=O)N3CCN(C4CCCCC4)CC3)cc2c(N(C)Cc2ccccc2)n1	14.0%
